FLuc stim CS – affects firefly luciferase, flagging false hits in luciferase stimulation screens; P08659; ATPlite luciferase biochemical, luminescence, 10 min; 0 = ATP-free wells, 1 = DMSO control; activation factor at 10 µM; 200,000 tested, under 10 active; AID 1027;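 active = luciferase activation factor, scaled between plate controls, of at least 2 with compound at 10 µM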
Target sequence (P08659 whole entry, looked up): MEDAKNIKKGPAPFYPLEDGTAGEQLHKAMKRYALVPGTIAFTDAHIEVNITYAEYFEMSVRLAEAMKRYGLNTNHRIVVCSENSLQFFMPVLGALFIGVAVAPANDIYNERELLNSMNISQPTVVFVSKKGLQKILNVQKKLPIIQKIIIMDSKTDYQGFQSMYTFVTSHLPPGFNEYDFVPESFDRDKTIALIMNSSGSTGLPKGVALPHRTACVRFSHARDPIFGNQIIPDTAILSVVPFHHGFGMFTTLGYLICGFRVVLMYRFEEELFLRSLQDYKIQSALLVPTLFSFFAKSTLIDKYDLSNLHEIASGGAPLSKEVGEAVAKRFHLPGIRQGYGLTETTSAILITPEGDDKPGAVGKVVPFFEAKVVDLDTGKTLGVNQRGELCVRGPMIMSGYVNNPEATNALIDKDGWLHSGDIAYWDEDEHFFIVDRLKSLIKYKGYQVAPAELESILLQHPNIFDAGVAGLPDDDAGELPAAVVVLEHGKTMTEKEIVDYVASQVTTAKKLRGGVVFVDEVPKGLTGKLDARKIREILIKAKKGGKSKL
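Assay system: Luciferase/luciferin reagent mix; Medium: PBS as buffer for the ATP substrate; Dosing: test compounds dosed from 2 mM stocks in 100% DMSO; Times: 10 min, room temperature; Signal: luminescence from luciferase reaction; Read-out: luciferase activation; Controls: No-ATP low control, compound-free enzyme-plus-ATP high control.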
APP 5'UTR act – activates APP 5'UTR luciferase reporter; activation, % at 2 µM; hit rate 1% among 190,000; SH-SY5Y APP 5'UTR luciferase reporter, luminescence; zero percent = DMSO vehicle wells;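 active = activation above a set limit, based on mean plus 3 SD of controls, cut at about 140% in these data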; note: values of inactives mirror those of a sister screen read the other way
STAT3 act – STAT3 signaling activation; U3A cells, IL-6 STAT3-luciferase reporter, luminescence; 100% = signal with IL-6 EC80 alone; activation (% of control), % at 5.6 µM; hit rate 0.91% among 190,000;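 active = activation above the screen-wide mean of compound activation plus 3 SD, cut at about 130% in these data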;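 note: 0% = background luminescence of wells with medium and substrate only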
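Material: STAT3-luciferase reporter U3A cells; Probe or stimulus: IL-6 (33 ng/mL); Incubation: compound pre-incubation 1 h before IL-6, then 6 h stimulation at 37 °C; Technique: luminescence from STAT3-driven luciferase reporter; Evaluation: % activation versus median of IL-6-stimulated wells; Controls: IL-6-only high control.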
STAT3 blocker – inhibitors of IL-6 induced STAT3 signaling | U3A cells, IL-6 STAT3-luciferase reporter, luminescence; host cell line lacks STAT1 | hit rate 0.89% among 190,000 | inhibition, % at 5.5 µM;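 active = inhibition above the mean inhibition across all screened compounds plus 3 SD, cut at about 44% in these data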;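 note: 0% = DMSO only wells and 100% = 100 µM nifuroxazide control wells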
APP 5UTR inh – APP translation inhibition; SH-SY5Y APP 5'UTR-luciferase reporter, luminescence; AID 1285; inhibition, % at 2 µM; hit rate 0.82% among 190,000;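 active = inhibition above a set limit, derived from the sample mean plus 3 SD, cut at about 45% in these data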; note: values of inactives mirror those of a sister screen read the other way
STAT1 inh – inhibitors of IFN-gamma induced STAT1 signaling; NIH 3T3 STAT1-luciferase reporter, luminescence; inhibition, % at 5.5 µM; hit rate 0.35% among 200,000;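 active = inhibition above a set limit, the mean inhibition across all tested compounds plus 3 SD, cut at about 34% in these data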;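 note: 0% = IFN-gamma with DMSO and 100% = IFN-gamma with 300 µM nifuroxazide; values of inactives mirror those of a sister screen read the other way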
ROMK primary – modulates human ROMK potassium channel activity | B-score at 10 µM | hit rate 2% among 130,000 | Tet-inducible ROMK, thallium flux fluorescence; actives lie on both sides;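 active = signal ratio slope over the read window, or its plate-corrected B-score, at least 3 SD from the plate mean, either direction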;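 note: B-score of the F/F0 ratio slope over 7 to 12 s after thallium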
Target sequence (P48048 whole entry, looked up): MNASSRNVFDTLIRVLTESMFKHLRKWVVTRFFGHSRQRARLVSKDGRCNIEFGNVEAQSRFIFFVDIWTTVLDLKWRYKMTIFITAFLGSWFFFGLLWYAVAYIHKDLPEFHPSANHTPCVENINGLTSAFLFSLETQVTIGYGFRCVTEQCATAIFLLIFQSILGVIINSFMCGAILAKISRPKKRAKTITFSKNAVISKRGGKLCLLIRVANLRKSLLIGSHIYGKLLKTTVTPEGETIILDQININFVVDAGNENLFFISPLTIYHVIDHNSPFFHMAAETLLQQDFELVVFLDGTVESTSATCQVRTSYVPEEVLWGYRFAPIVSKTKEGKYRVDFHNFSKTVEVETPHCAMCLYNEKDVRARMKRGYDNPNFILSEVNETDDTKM
NF-kB neuron act – compounds increasing NF-kB expression in human neuronal cells; NF-kB reporter expression; stronger effect = higher value; fold change at 12.5 µM; hit rate 1.6% among 190,000; in the data active = fold change above about 3.3
FLuc inhib CS – Photinus pyralis luciferase inhibition counter-screen | P08659 | ATPLite firefly luciferase biochemical luminescence, 10 min | inhibition, % at 10 µM | hit rate 1.5% among 200,000 | AID 1006;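 active = inhibition above about 50% when tested at 10 µM, limit read from the data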
STAT1 act – increases IFN-gamma driven STAT1 reporter signal. activation (% of control), % at 5.5 µM. NIH 3T3 STAT1-luciferase reporter, luminescence; 100% = IFN-gamma alone, no compound. hit rate 2.6% among 200,000;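 active = activation above the screen-wide mean activation plus 3 SD, cut at about 130% in these data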;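 note: raw ratio to IFN-gamma control signal so 100% means no change and 0% no light; values of inactives mirror those of a sister screen read the other way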
Numbers without * were called inactive; / = not tested or not shown; & = joins results of further samples. An unsorted share of the library. Share with any hit: about 7.1%.

SMILES	FLuc stim CS	APP 5'UTR act	STAT3 act	STAT3 blocker	APP 5UTR inh	STAT1 inh	ROMK primary	NF-kB neuron act	FLuc inhib CS	STAT1 act
CC1CCC(NC(=O)CN2C(=O)COc3ccc(S(=O)(=O)N4CCCC4)cc32)CC1 (configuration not stated)	1	-1	102	-7	1	2	/	1.2	1	98
Cn1ncc(C#N)c1/N=C/N1CCCCCC1	1.1	-15	99	4	15	6	/	1.2	-6	94
CC(C)COC(=O)C1C2C=CC3(CN(C(C)c4ccc(Br)cc4)C(=O)C13)O2 (configuration not stated)	1	-21	92	9	22	2	/	0.98	0	99
Cc1c(C(=O)OCCOc2ccc(Br)cc2)sc(=S)n1C	1.1	12	96	9	-12	-5	0.28	0.91	-7	103
COC(=O)c1sc2cc(=O)n(-c3cccc(C(F)(F)F)c3)nc2c1O	1.1	13	103	5	-12	-9	-1.6	0.94	-5	109
Cc1c(NC(=O)c2cc(=O)[nH]c(=O)[nH]2)c(=O)n(-c2ccccc2)n1C	1.1	5	102	3	-5	1	/	1.2	-11	99
O=C(CN1C(=O)NC2(CCCC2)C1=O)Nc1ccc(S(=O)(=O)N2CCOCC2)cc1	1	19	105	0	-19	3	0.32	1.4	-1	97
COc1ccc(S(=O)(=O)N(CC(=O)Nc2cc(C)on2)Cc2ccccc2)cc1	1	7	94	17	-6	6	/	0.94	1	95
O=C(NCc1ccccc1)c1cc(=O)[nH]c2ccccc12	1.1	8	101	5	-8	-3	0.22	1.1	-7	103
Cc1ccc(NC(=O)C(C)Sc2nc(=O)cc(N)n2-c2ccccc2)cc1 (configuration not stated)	1	-11	100	6	11	7	1.6	1.4	0	93
Cc1cc(N2CCN(C)CC2)ccc1NC(=O)c1c2c(nc3ccccc13)CCN(Cc1ccccc1)C2	1	-13	107	0	12	-70	-1.1	1.3	-3	166*
COC(=O)c1c(CSc2ccc(C)c(C)c2)noc1C(=O)NCc1ccc(OC)cc1	1	3	97	8	-3	3	/	1.3	-4	98
Cc1c(NC2=CC(=O)CCC2)c(=O)n(-c2ccccc2)n1C	1	-4	97	12	4	8	-0.91	1.1	-4	93
Cc1ccc(C(=O)Nc2ccc(C(=O)O)cc2)cc1S(=O)(=O)NCc1ccccc1	1	22	98	6	-22	-7	-2	1.4	-1	106
NS(=O)(=O)c1ccc(NC(=O)COC(=O)c2cnccn2)cc1	1	19	107	0	-19	-2	-0.55	1	-4	100
COc1ccc2nc(SCC(N)=O)cc(C)c2c1	1	3	95	11	-2	-7	/	1.2	-4	107
CCc1c(C)nc2ncnn2c1N1CCC(C(=O)N2CCN(c3ccc(F)cc3)CC2)CC1	1	24	80	27	-24	10	0.67	0.8	-2	91
C[C@H](NS(=O)(=O)c1ccc(Cl)cc1)C(=O)OCC(=O)NC(=O)Nc1ccc2c(c1)OCCO2	0.9	22	78	26	-22	-4	0	1.1	10	104
CCOC(=O)N1CCN(C(=O)CNS(=O)(=O)c2cccs2)CC1	1.1	-7	110	-10	7	0	0.87	1	-5	100
O=C1Nc2ccccc2N(O)N1c1ccc(Cl)c(Cl)c1	1	-9	96	10	9	-3	0.5	1	3	101
Cc1ccc(/C=N/NC(=O)C(=O)N/N=C/c2ccc(C)o2)o1	1	-7	97	11	7	8	-0.21	1.1	-5	92
CCOC(=O)c1c(C)oc2ccc(OCC(=O)C(C)(C)C)cc12	0.9	-11	98	6	12	-4	-1.5	1.2	8	103
CC(C)NC(=O)CSc1nnc(-c2ccc(S(=O)(=O)N3CCCC3)cc2)n1CC1CCCO1 (configuration not stated)	1	6	103	0	-6	-4	0.52	0.92	-5	104
Cn1ccnc1SCC(=O)NC1CC1	1.1	13	102	2	-13	-1	0.86	1.3	-9	101
CCOC(=O)C(NC(=O)c1cccnc1)(Nc1cccc(C)n1)C(F)(F)F (configuration not stated)	1	7	105	6	-7	11	/	0.99	-2	90

Record cards, as listed above. Values in the order: FLuc stim CS | APP 5'UTR act | STAT3 act | STAT3 blocker | APP 5UTR inh | STAT1 inh | ROMK primary | NF-kB neuron act | FLuc inhib CS | STAT1 act
Cc1ccc(/C=N/NC(=O)C(=O)N/N=C/c2ccc(C)o2)o1 is listed as 1 | -7 | 97 | 11 | 7 | 8 | -0.21 | 1.1 | -5 | 92
COc1ccc2nc(SCC(N)=O)cc(C)c2c1 is listed as 1 | 3 | 95 | 11 | -2 | -7 | / | 1.2 | -4 | 107

The list goes on:
SMILES	FLuc stim CS	APP 5'UTR act	STAT3 act	STAT3 blocker	APP 5UTR inh	STAT1 inh	ROMK primary	NF-kB neuron act	FLuc inhib CS	STAT1 act
Cc1cc(C(=O)N/N=C/c2ccccc2[N+](=O)[O-])c(C)o1	0.7	39	101	1	-39	-20	0.19	2	32	117
COc1ccc(C(=O)NCC(=O)OCC(=O)NCc2cccs2)cc1	1	19	105	-1	-19	-6	-0.058	1	0	106
O=C(COC(=O)CNS(=O)(=O)/C=C/c1ccccc1)Nc1cc(S(=O)(=O)N2CCCCC2)ccc1Cl	1.1	5	102	5	-5	3	1.1	1.2	-6	96
CCCCN1C(=O)CC(Nc2ccc(CC)cc2)C1=O (configuration not stated)	1	31	109	-9	-31	-21	-0.29	1.4	-4	117
CCOC(=O)c1sc(-c2ccc(F)cc2)cc1N	0.9	95	104	-4	-95	-27	-0.35	2.1	13	125
COc1ccc(N2C(=O)CSC23C(=O)N2CCCc4cccc3c42)cc1 (configuration not stated)	1.1	5	103	-2	-5	11	/	1.3	-9	90
COc1ccccc1CNC(=O)Cc1ccc(C)cc1	1	12	114	-8	-12	-11	0.7	1.1	-3	109
Nc1nc(SCC(=O)O)[nH]c(=O)c1NC(=O)c1ccccc1F	1.1	15	97	9	-16	-1	-0.051	1.1	-6	98
Cc1ccc(NC(=O)CSC2=Nc3ccccc3C3CC=NN23)c(C)c1 (configuration not stated)	1	7	82	22	-7	4	-2.7	1	-3	96
C[C@@H]1C=C(C(=O)N2CCOCC2)O[C@H](OCc2ccc(CO)cc2)C1	1.1	6	/	/	-6	1	/	1.1	-6	101
Cc1ccc(C2NC(=S)NC3=C2C(=O)CC(C)(C)C3)cc1 (configuration not stated)	1	25	95	1	-25	5	/	0.78	-2	96
O=C(COc1ccccc1Cl)Nc1cc(Cl)ccc1Oc1ccccc1	1	-8	116	-6	8	0	/	1.2	-5	100
O=C(CN1CCc2ccccc21)Nc1ccc2c(c1)OCO2	1	13	111	-11	-13	-1	0.14	1.2	-3	101
COc1cccc2cc(C(C)N(CCCN3CCOCC3)C(=S)Nc3cc(C)cc(C)c3)oc12 (configuration not stated)	1.1	5	99	13	-5	6	0.44	1	-11	94
CCN(CCn1cccn1)Cc1c(C(=O)N2C[C@@H](C)O[C@@H](C)C2)nc2ccc(Cl)cn12	1	8	98	6	-8	5	0.26	1.2	-4	93
c1ccc(-n2nnc3ccccc32)nc1	1	20	90	14	-20	-18	0.014	1.2	-2	117
CSc1nnc(Cc2cc(=O)[nH]c(=O)[nH]2)n1-c1cccc(C)c1	1	13	102	1	-12	-13	-0.29	1	-4	112
COc1cccc(CC(NC(C)=O)C(=O)NC2CCN(c3nc(C)cc(C)c3C#N)CC2)c1 (configuration not stated)	1	15	108	-10	-15	6	/	0.99	-5	95
Cc1c(CNC2CCC(C)CC2)c(C(=O)O)c(C)n1Cc1ccccc1 (configuration not stated)	1	17	103	-1	-17	4	/	0.95	-4	97
CCOc1ccc(C2C(C(=O)c3ccco3)=C(O)C(=O)N2Cc2cccnc2)cc1 (configuration not stated)	1	31	93	10	-31	-6	/	1.5	-5	105
O=C(O)C1CC=CCC1C(=O)Nc1ccc2c(c1)OCCO2 (configuration not stated)	1	-3	101	2	3	-3	0.46	0.72	0	103
Cc1ccc(NC(=O)CN(C)S(=O)(=O)c2cccs2)cc1F	1.1	32	101	3	-32	-3	/	1.5	-6	103
c1ccc(CSc2ncn[nH]2)nc1	1.1	13	100	7	-13	5	0.19	1.4	-9	95
N#CC(C(=O)c1ccco1)c1ccccn1 (configuration not stated)	0.9	10	95	9	-10	-14	0.45	1.2	8	113
CC1(C)N([O-])C(c2cccs2)=C[N+]1=O	1	14	111	-8	-14	-1	/	0.97	-3	101

Structures shown so far containing a CF3 group (two):
SMILES	FLuc stim CS	APP 5'UTR act	STAT3 act	STAT3 blocker	APP 5UTR inh	STAT1 inh	ROMK primary	NF-kB neuron act	FLuc inhib CS	STAT1 act
COC(=O)c1sc2cc(=O)n(-c3cccc(C(F)(F)F)c3)nc2c1O	1.1	13	103	5	-12	-9	-1.6	0.94	-5	109
CCOC(=O)C(NC(=O)c1cccnc1)(Nc1cccc(C)n1)C(F)(F)F (configuration not stated)	1	7	105	6	-7	11	/	0.99	-2	90

The results go on.
SMILES	FLuc stim CS	APP 5'UTR act	STAT3 act	STAT3 blocker	APP 5UTR inh	STAT1 inh	ROMK primary	NF-kB neuron act	FLuc inhib CS	STAT1 act
O=C(NCCc1nc2ccccc2[nH]1)c1cccc(Br)c1	1.1	2	97	14	-2	3	-1.7	0.93	-7	97
Cc1nc2ccc(F)cc2cc1C(=O)Nc1cccc(Cl)c1C	1	-21	98	2	21	6	1.1	1.1	-5	95
COc1ccc(NC(=O)Cc2ccc(-c3ccccc3)cc2)cn1	1	-18	92	12	18	8	1.9	0.95	-1	92
Cn1ncc2c(NCc3ccccc3)ncnc21	1	-20	95	11	20	2	/	1.1	-3	98
COc1ccc(NC(=O)CN2CCOCC2)cc1	1	14	103	3	-14	-2	0.86	1.2	-5	102
O=C1CCCN1C(=O)CCC(=O)N1CCCC1=O	1.1	1	98	5	-1	4	0.52	1.2	-6	96
CN1C(=O)/C(=C2/C=CC=CN2C)OC1=S	1	7	100	3	-7	2	0.94	1.2	-3	98
O=[N+]([O-])c1ccc(N/N=C/c2c[nH]c3ccccc23)cc1	1	-8	68	48*	8	-9	/	2.4	-2	108
Cc1c(CN(C)C(=O)c2sc3cc(Cl)ccc3c2Cl)cnn1C	1	18	83	23	-18	8	/	0.88	-5	93
CCOC(=O)c1cc(NC(=O)C2CCCO2)cc(C(=O)OCC)c1 (configuration not stated)	1	-7	105	-2	7	0	0.023	0.91	-4	100
CC(C)CCn1c(N2CCC(C(N)=O)CC2)nc2c1c(=O)[nH]c(=O)n2C	1.1	7	106	-1	-7	-2	/	1.4	-6	102
CCOC(=O)C1CCCN(CCCc2ccccc2)C1 (configuration not stated)	1.1&1.1	-7&7	102&97	3&6	7&-7	3&0	0.072	1.2&1.6	-9&-8	97&100
O=C(CCCCCCC(=O)c1ccccc1)c1ccccc1	1.1	-1	95	8	1	-5	-0.2	0.95	-6	103
COc1cc2c(cc1OC)C1(CCCC1)C(N)=C2C#N	1.1	-8	109	-8	8	-3	/	0.87	-7	102
O=C(c1ccccc1)N1CCN(Cc2ccccc2Br)CC1	1.2	11	94	10	-11	3	/	1.4	-18	97
COc1ccc(C2Nc3cccc4cccc(c34)N2)cc1	1	27	121	-17	-28	6	0.13	/	-4	95
CCC(C)NC(=O)C(CCSC)NC(=O)c1ccccc1 (configuration not stated)	1.1	-4	97	3	4	0	-0.046	1.1	-9	102
COc1ccccc1/C=C/C(=O)NNC(=O)c1cccs1	0.7	23	108	-4	-23	-24	0.11	0.91	30	119
Cn1c(N)c(C(=O)COC(=O)CCC(=O)c2ccc(F)cc2)c(=O)n(C)c1=O	1.1	-3	102	6	3	1	0.14	0.95	-7	99

Source: PubChem BioAssay
